# From PubChem BioAssay
# SUMO Mot1 rescue: SUMOylation pathway inhibition by Mot1-301 growth rescue; S. cerevisiae Mot1-301 growth rescue, ATP luminescence, 38.5C; percent above DMSO median, 100 means doubled; growth rescue, % at 18.8 µM; hit rate 1% among 320,000; AID 2716;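 active = every valid replicate shows activation above 250% relative to neutral control wells; inactive = the rest, any valid replicate at or below 250%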;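 note: OY570 slx delta 5 strain wells were the positive control but not used for scaling; some compounds called inactive have numbers as strong as hits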
# E coli growth: bacterial growth inhibition, counter-screen for AddAB inhibitors; E. coli V3065 growth, OD600 absorbance, 18 h; inhibition, % at 11.9 µM; hit rate 0.27% among 330,000;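 active = inhibition above the campaign's mean inhibition across all tested compounds plus 3 SD, cut at about 9.9% in these data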;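 note: uninfected addAB+ strain grown without phage in ampicillin broth; 0% = DMSO wells and 100% = ciprofloxacin 0.95 µg/ml wells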
# AddAB inh: less growth of phage-infected E. coli with AddAB | E. coli expressing H. pylori AddAB, absorbance growth | inhibition, % at 11.9 µM | hit rate 0.29% among 330,000; in the data active = inhibition above about 12%;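 note: 0% = vehicle wells of infected cells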
# MOR-DOR inv ag: inverse agonist of human OPRM1-OPRD1 heterodimerization; P35372+P41143; cell-based MOR-DOR heterodimer luminescence, inverse agonism; inhibition, % at 9.3 µM; hit rate 0.21% among 340,000; AID 504357; in the data active = inhibition above about 22%, passing the limit was not always enough;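 note: 0% = cells with DMSO and 100% = wells without cells with DMSO; values of inactives mirror those of a sister screen read the other way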
# HTR5A inv ag: HTR5A inverse agonism, opioid heterodimer counter-screen. P47898. HTR5A cell line, luminescence. inhibition, % at 9.3 µM. hit rate 0.083% among 340,000; in the data active = inhibition mostly above about 23%, no sharp cut-off; inactive = mostly below about 18%;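 note: 0% = cells with DMSO and 100% = no-cell wells with DMSO; some compounds called inactive have numbers as strong as hits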
# Target sequence (P47898 whole entry, looked up): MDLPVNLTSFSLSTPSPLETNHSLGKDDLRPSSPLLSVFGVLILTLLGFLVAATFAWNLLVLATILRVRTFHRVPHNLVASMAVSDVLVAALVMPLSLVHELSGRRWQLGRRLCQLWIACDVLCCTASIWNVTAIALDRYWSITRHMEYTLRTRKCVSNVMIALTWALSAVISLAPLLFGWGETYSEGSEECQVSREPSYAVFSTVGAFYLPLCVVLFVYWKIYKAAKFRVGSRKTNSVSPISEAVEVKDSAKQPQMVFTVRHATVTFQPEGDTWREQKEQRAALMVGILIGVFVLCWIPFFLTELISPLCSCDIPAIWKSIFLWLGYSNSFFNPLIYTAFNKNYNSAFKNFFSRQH
# PfHsp90 set2: inhibits growth of yeast expressing Plasmodium falciparum Hsp90; S. cerevisiae expressing PfHsp90, BacTiter-Glo ATP, 48 h; yeast lacking PDR1 and PDR3 efflux regulators; inhibition, % at 9.4 µM; hit rate 0.32% among 310,000; AID 504621;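 active = every replicate shows inhibition above about 80%, whatever the replicate mean, limit read from the data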;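 note: 0% = DMSO neutral controls and 100% = 20 µM radicicol positive controls; yeast relying on Plasmodium falciparum Hsp90 in place of its own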
# phage Ecoli inh: E. coli growth loss with phage present | growth absorbance | AID 651602 | hit rate 0.26% among 360,000 | inhibition, % at 11.9 µM; in the data active = inhibition above about 11%
# HTR5A ag ctr: HTR5A agonism, opioid heterodimer counter-screen; P47898; HTR5A agonist assay, luminescence, cell-based; activation, % at 9.3 µM; hit rate 0.61% among 340,000; AID 504692; in the data active = activation mostly above about 9.5%, no sharp cut-off; inactive = mostly below about 7.6%;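 note: 0% = cells with vehicle only and 100% = reference agonist; strong numbers were not always called active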
# Pemphigus Ab inh: inhibitors of pemphigus antibody binding to human desmoglein-3; binding (percent of control), % at 10 µM; P32926; DSG3-coupled beads, scFv-anti-DSG3-GFP binding, flow cytometry; hits give low values; hit rate 0.48% among 310,000;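 active = binding more than 3 SD below its plate's average and above zero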;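 note: hits lower antibody fragment binding to DSG3; some compounds called inactive have numbers as strong as hits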
# MOR-DOR ag: agonists of human mu-delta opioid receptor heterodimerization. P35372+P41143. cells, OPRM1-OPRD1 heterodimerization, luminescence. activation, % at 9.3 µM. hit rate 0.3% among 340,000; in the data active = activation above about 18%;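 note: 0% = vehicle-treated cells and 100% = reference agonist; values of inactives mirror those of a sister screen read the other way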
# PKA-R1A activ: activates the PKA-R1A holoenzyme complex. P00514+P68181. PKA-R1A dissociation, Cy5-IP20 fluorescence polarization; scaled: DMSO 0%, 113 µM cGMP 100%. activation, % at 11.4 µM. hit rate 0.083% among 340,000. AID 504707;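 active = percent activation above the mean of all tested compounds plus 3 SD, cut at about 19% in these data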;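 note: higher means more PKAc released from R1A so a rise in polarization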
# The depositor's hits bear a star; i = inactive; nt = no result given. No enrichment for hits; 3.2% or so of the library scored in one or more.
SMILES,SUMO Mot1 rescue,E coli growth,AddAB inh,MOR-DOR inv ag,HTR5A inv ag,PfHsp90 set2,phage Ecoli inh,HTR5A ag ctr,Pemphigus Ab inh,MOR-DOR ag,PKA-R1A activ
COc1cccc(NC(=O)NNC(=O)COc2ccc3ccccc3c2)c1,-12,0.2,1.6,-6,8,-6,1.3,3,103,1.0,4
COCc1ccc(C(=O)N2CCc3c([nH]c4ccccc34)C2c2ccccn2)s1 (centres undefined),-4,0.1,4.1,22,7,-14,2.9,-3,116,-4.5,-15
Cc1cccc(C)c1N1CCN(C(=O)Nc2ccc3c(c2)OCCO3)CC1,24,-3.0,-0.5,9,-6,-3,1.2,-3,nt,-1.8,-2
CCOc1ccc(S(=O)(=O)N2CCCCC2)cc1NC(=O)CN1CCCC1c1cccs1 (centres undefined),126,-1.2,2.3,1,0,-2,2.1,0,97,-0.3,-7
Cc1ncc(CO)c2c1Oc1nc(-c3ccccc3)nc(SCC(=O)Nc3cccc(O)c3)c1C2,8,-3.3,-2.5,-15,-54,-19,-1.0,8,97,3.0,-16
CCOC(=O)c1cc(CC)sc1NC(=O)COC(=O)c1ccccn1,-19,2.3,3.0,6,2,6,2.4,-1,99,-0.8,-15
CN(Cc1ccon1)C(=O)CC1C(=O)NCCN1Cc1ccc(F)c(F)c1 (centres undefined),17,0.3,2.6,18,23,4,nt,-2,106,-3.4,1
Cc1cccc(NCCC(=O)c2ccc(Br)cc2)c1,-2,-1.6,0.6,-11,10,26,3.0,-4,96,2.0,12
COCCN(C(=O)Cc1ccc(S(=O)(=O)N2CCOCC2)s1)c1c(N)n(CC(C)C)c(=O)[nH]c1=O,nt,nt,nt,8,4,-19,1.6,1,111,-1.9,8
CC1(C)CC(=O)C2=C(C1)Nc1ccccc1NC2c1ccc2c(c1)OCO2 (centres undefined),-24,1.9,2.4,6,5,29,2.8,2,103,-1.2,1
CN(CC(=O)N1CCCC1)S(=O)(=O)c1ccc2ccccc2c1,-8,-2.2,0.5,13,4,6,2.5,-1,100,-2.4,-1
CCc1c(C(=O)N/N=C/c2cn[nH]c2-c2ccc(F)cc2)csc1C,-7,0.4,7.9,-13,-8,-7,3.4,1,128,2.3,-2
Cc1ccc(N(CC(=O)Nc2ccc3c(c2)OCCO3)S(=O)(=O)c2c(C)n[nH]c2C)cc1,353,-2.3,1.4,4,-23,-6,2.2,4,104,-0.7,4
CC(OC(=O)C1CSC2(c3ccc(F)cc3)CCC(=O)N12)C(=O)NC(N)=O (centres undefined),2,-1.1,2.9,-8,4,-16,1.8,-2,109,1.5,-4
CC(=O)c1cccc(NC(=O)CSCc2ccc(Br)cc2)c1,-8,-0.2,2.5,4,-6,0,4.4,2,111,-0.7,-3
O=C(CSc1nnc(CNC(=O)c2cccs2)o1)Nc1ccccc1C(F)(F)F,0,0.1,2.9,20,-16,10,2.3,1,108,-3.9,5
Nn1c(SCc2cc([N+](=O)[O-])cc3c2OCOC3)nnc1-c1cccnc1,101,-1.3,4.9,11,-4,-16,2.9,2,113,-2.0,0
CN(C)S(=O)(=O)N1CCC(Oc2ccc(C(=O)NC3CCCCC3)cc2)CC1,7,1.5,2.5,6,-10,-3,2.2,3,103,-1.2,-11
Cc1nc2ncnn2c(C)c1Cc1ccc(Cl)cc1F,i,-1.0,3.0,6,-19,5,3.1,7,100,-1.0,1
Cc1ccc(-c2csc(NC(=O)CCCc3cccs3)n2)cc1,15,-1.3,0.0,1,-6,-13,2.8,1,111,-0.3,-1
O=c1[nH]c(=S)[nH]c2c1C(c1ccc(Br)cc1)c1c([nH]c(=S)[nH]c1=O)O2,-22,-3.4,-2.0,17,15,-107,1.7,-4,424,-3.8,9
CC1=C(C(=O)Nc2ccccc2F)C(c2ccsc2)C2=C(CC(c3ccccc3)CC2=O)N1 (centres undefined),22,2.2,3.0,10,0,-11,1.3,-4,112,-2.2,4
Cc1ccc(C(=O)Cn2c(=N)n(N)c3ccccc32)cc1,1,0.3,3.5,7,4,3,82*,-2,120,-1.4,7
COc1cccc(CN2CCN(C(=O)c3cc(-c4cccnc4)nc4ccc(C)cc34)CC2)c1,nt,-4.3,-0.7,5,0,nt,0.1,6,122,-1.0,-4
O=C(Nc1ccc(Cc2ccncc2)cc1)C1CC1,-6,-1.6,0.8,4,9,1,3.0,-4,100,-0.7,-14
CC(/C=C/c1ccccc1)=N/NC(=O)c1nc2nc(C)cc(C)n2n1,111,-0.5,4.9,4,-7,7,2.2,-1,106,-0.8,14
O=C1CCC(C(=O)Nc2cc(C(F)(F)F)ccc2-n2cncn2)=NN1,-2,2.0,3.7,8,-30,6,-1.0,3,nt,-1.5,0
CCOc1ccc(Nc2ccc(S(=O)(=O)N3CCN(C)CC3)cc2[N+](=O)[O-])cc1OCC,-16,-2.1,0.4,-8,2,-3,4.7,-1,94,1.5,7
CC(=O)c1ccc(S(=O)(=O)N(CC(=O)NC2CC2)Cc2ccc(F)cc2)cc1,nt,nt,nt,6,-6,-14,2.7,2,107,-0.9,-9
CCN(CC)CCCNC(=O)c1cc(-c2cccc(Cl)c2)on1,158,-1.1,0.8,8,17,-57,0.9,2,108,-1.5,14
CCn1c(SCC(=O)Nc2sc3c(c2C(N)=O)CCC(C)C3)nnc1-c1ccco1 (centres undefined),-1,-2.4,-2.9,-3,-44,1,1.6,-2,101,0.4,-16
Nc1c(N)c2ccccc2oc1=O,-21,-1.3,4.1,14,1,18,2.5,-1,97,-2.4,-2
COc1nonc1NC(=O)CSc1nc2ccccc2[nH]1,128,-6.3,2.3,10,9,-19,-0.2,5,102,-2.2,7
CCN1C(=O)N[C@@H](c2ccc(Br)cc2)C(C(=O)OC)=C1C,4,-1.1,-1.6,15,2,14,1.7,-1,107,-2.6,-3
N#CCSc1nnc(SCC#N)s1,220,0.7,1.8,12,7,6,0.5,8,95,-2.4,-16
NC(=O)N1CCC2(CC1)NC(=O)N(c1ccccc1)N2,415,0.1,0.2,13,15,15,2.3,5,107,-2.5,14
CCSc1nnc(NC(=O)CCc2ccc(OC)cc2)s1,-7,3.3,3.0,8,-2,0,2.0,5,nt,-1.5,-5
CCCOc1ccc(/C=N/NC(=O)CN(c2ccc(OCC)cc2)S(C)(=O)=O)cc1,2,-0.5,0.4,-15,-3,7,-0.6,5,88,2.9,-16
O=C(NC(=S)Nc1ccccc1N1CCCC1)c1ccccc1Br,2,-4.3,-1.4,7,2,-6,-2.5,-1,nt,-1.2,-4
CCN(CC)C(=O)C(=O)c1cccn1-c1cccc(-n2cccc2C(=O)C(=O)N(CC)CC)c1C#N,0,-0.9,0.5,-4,-20,-13,-2.5,2,101,0.8,-10
Nc1c(C(=O)Nc2ccccc2F)sc2nc(-c3cccnc3)ccc12,11,2.6,4.7,-91,-9,12,1.3,5,102,18,-1
Cc1ccn2cc(CCNC(=O)C3CCCCC3)nc2c1,0,2.6,-2.4,-2,-5,-11,3.9,-1,104,0.4,-1
OCC1(Cc2ccccc2C(F)(F)F)CCN(Cc2ccc3c(c2)CCO3)CC1,139,3.0,0.5,-1,22,-26,4.0,13,108,0.1,-22
COc1ccc(C(=O)NNC(=O)CSc2nnc(C)n2C)cc1,-18,0.3,2.4,9,-14,15,1.7,5,94,-1.3,-4
Cn1c(=O)c2c(nc3n2CC(COc2ccc(Cl)cc2)O3)n(C)c1=O (centres undefined),40,-1.0,2.5,19,4,-17,1.1,-1,107,-4.0,4
Cc1ccc(C)c(C(=O)Nc2cc(C)nn2-c2nc(C)cc(C)n2)c1,11,-2.3,0.1,14,6,-25,-0.1,-2,98,-2.7,-12
Cn1c(SCC(=O)Nc2ccc(F)cc2)nc2c(c1=O)SCC2,-9,1.4,0.9,7,5,-14,2.5,-1,106,-2.2,-8
CC(=O)c1ccc(N2C(=O)C3C4C=CC(CC4)C3C2=O)cc1 (centres undefined),2,1.4,-1.1,11,15,-6,-1.6,-4,91,-1.9,4
CC1CCCN(CC(O)COc2ccc3c(c2)OCO3)C1 (centres undefined),-10,-2.1,-3.0,8,2,11,3.8,4,108,-1.8,1
CC1CN(S(=O)(=O)c2cccc(C(=O)N(CCc3ccccc3)Cc3ccccc3)c2)CC(C)O1 (centres undefined),-5,1.3,1.0,-4,4,11,nt,1,101,0.7,-1
CCCN(C(=O)c1cccs1)c1nnc(-c2ccncc2)s1,112,0.5,2.0,6,-10,14,0.2,0,78*,-1.0,4
Cc1ccnc(Nc2nc3ccccc3o2)n1,-5,-0.9,-1.0,13,9,10,1.4,0,290,-2.1,9
CCn1c(=O)cc(OCC(=O)NCCCN2CCCC2=O)c2ccccc21,15,1.7,4.0,11,-1,8,-1.1,3,109,-2.1,-3
COCCOC(=O)c1c(C)oc2ccc(OC(=O)c3ccco3)cc12,14,0.9,-8.2,-3,9,8,2.0,-4,96,0.4,13
CCSc1nnc(NC(=O)NC2CCCCC2)s1,-11,-1.9,-1.0,-18,-20,10,2.6,1,88,3.6,-9
CN1CCN(C(=O)c2cnn(-c3ccccc3)c2NC(=O)c2ccccc2)CC1,11,-0.6,4.2,7,23,24,1.2,2,91,-1.6,-6

# Arranged by molar mass (descending): part of the list above
SMILES,SUMO Mot1 rescue,E coli growth,AddAB inh,MOR-DOR inv ag,HTR5A inv ag,PfHsp90 set2,phage Ecoli inh,HTR5A ag ctr,Pemphigus Ab inh,MOR-DOR ag,PKA-R1A activ
CC1CN(S(=O)(=O)c2cccc(C(=O)N(CCc3ccccc3)Cc3ccccc3)c2)CC(C)O1 (centres undefined),-5,1.3,1.0,-4,4,11,nt,1,101,0.7,-1
CCOc1ccc(S(=O)(=O)N2CCCCC2)cc1NC(=O)CN1CCCC1c1cccs1 (centres undefined),126,-1.2,2.3,1,0,-2,2.1,0,97,-0.3,-7
CC1=C(C(=O)Nc2ccccc2F)C(c2ccsc2)C2=C(CC(c3ccccc3)CC2=O)N1 (centres undefined),22,2.2,3.0,10,0,-11,1.3,-4,112,-2.2,4
O=C(CSc1nnc(CNC(=O)c2cccs2)o1)Nc1ccccc1C(F)(F)F,0,0.1,2.9,20,-16,10,2.3,1,108,-3.9,5
Nn1c(SCc2cc([N+](=O)[O-])cc3c2OCOC3)nnc1-c1cccnc1,101,-1.3,4.9,11,-4,-16,2.9,2,113,-2.0,0
CCOC(=O)c1cc(CC)sc1NC(=O)COC(=O)c1ccccn1,-19,2.3,3.0,6,2,6,2.4,-1,99,-0.8,-15
CC1CCCN(CC(O)COc2ccc3c(c2)OCO3)C1 (centres undefined),-10,-2.1,-3.0,8,2,11,3.8,4,108,-1.8,1
Cc1ccnc(Nc2nc3ccccc3o2)n1,-5,-0.9,-1.0,13,9,10,1.4,0,290,-2.1,9
